rCAG RNA binder = binds r(CAG) RNA repeats; r(CAG) RNA repeat, TO-PRO-1 dye displacement fluorescence; AID 651821; inhibition, % at 3 µM; 1.3% of 370,000 active;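 active means inhibition above the plate cutoff, the mean of all test compounds on that plate plus 3 SD, cut at about 35% in these data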;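 further: 0% = DMSO alone and 100% = 100 µM mitoxantrone as full dye displacement; higher means more dye released from RNA so lower well fluorescence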
ARFGAP1 inh = rat ARFGAP1 inhibition | Q62848 | Arfgap1-stimulated ARF1 GTP hydrolysis, GDP FP detection | inhibition, % at 16.5 µM | 0.26% of 360,000 active | AID 651572;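 active means inhibition above a per-plate limit, mean inhibition of low control wells plus 3 SD, cut at about 25% in these data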;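 further: 0% = DMSO wells with enzyme and 100% = wells lacking Arfgap1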
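System: truncated rat Arfgap1 GAP domain / Medium: HEPES-based buffer, pH 7.5 / Also added: N-terminally truncated human ARF1-GTP substrate / Incubation: enzyme reaction 120 min at 25 °C after 20 min preincubation / Measured by: FP of antibody-bound GDP Alexa 633 tracer, ex 620/em 688 nm / Replicates: singlicate, each compound tested once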
Rev-erbA mod = Rev-erb alpha (human) modulation | P20393 | Rev-erbα–FITC-DNA binding, fluorescence polarization, 90 min | activity, % at 10 µM | 0.79% of 370,000 active;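 active means activity above about 14%, limit read from the data; passing the limit was not always enough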;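 further: 0% = DMSO wells with 35 nM protein and 100% = DMSO wells with 750 nM protein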
Target sequence (P20393 whole entry, looked up): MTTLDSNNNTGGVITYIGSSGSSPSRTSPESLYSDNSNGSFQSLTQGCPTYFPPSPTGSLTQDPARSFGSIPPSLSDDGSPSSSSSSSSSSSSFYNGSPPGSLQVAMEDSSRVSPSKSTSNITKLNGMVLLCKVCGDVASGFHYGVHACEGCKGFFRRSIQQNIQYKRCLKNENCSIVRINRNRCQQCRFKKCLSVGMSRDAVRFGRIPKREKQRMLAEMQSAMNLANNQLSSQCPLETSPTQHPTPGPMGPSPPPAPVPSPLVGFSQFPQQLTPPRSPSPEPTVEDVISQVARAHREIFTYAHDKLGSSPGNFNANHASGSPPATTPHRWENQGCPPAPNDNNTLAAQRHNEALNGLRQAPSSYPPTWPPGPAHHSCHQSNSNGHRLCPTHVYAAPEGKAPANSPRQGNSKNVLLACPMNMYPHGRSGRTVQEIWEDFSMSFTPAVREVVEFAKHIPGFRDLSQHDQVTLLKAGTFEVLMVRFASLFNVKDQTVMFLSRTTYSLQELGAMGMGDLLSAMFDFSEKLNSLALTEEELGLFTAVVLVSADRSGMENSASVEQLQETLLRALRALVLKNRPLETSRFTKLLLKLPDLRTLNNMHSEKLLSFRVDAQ
ASAP1 inh = inhibitors of human ASAP1 ArfGAP activity. ASAP1-stimulated ARF1 GTP hydrolysis, GDP FP detection. inhibition, % at 16.5 µM. 0.19% of 360,000 active. Q9ULH1; in the data active means inhibition above about 25%;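 further: 0% = vehicle with enzyme and substrate and 100% = no enzyme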
Target sequence (Q9ULH1 325-724 limits assumed): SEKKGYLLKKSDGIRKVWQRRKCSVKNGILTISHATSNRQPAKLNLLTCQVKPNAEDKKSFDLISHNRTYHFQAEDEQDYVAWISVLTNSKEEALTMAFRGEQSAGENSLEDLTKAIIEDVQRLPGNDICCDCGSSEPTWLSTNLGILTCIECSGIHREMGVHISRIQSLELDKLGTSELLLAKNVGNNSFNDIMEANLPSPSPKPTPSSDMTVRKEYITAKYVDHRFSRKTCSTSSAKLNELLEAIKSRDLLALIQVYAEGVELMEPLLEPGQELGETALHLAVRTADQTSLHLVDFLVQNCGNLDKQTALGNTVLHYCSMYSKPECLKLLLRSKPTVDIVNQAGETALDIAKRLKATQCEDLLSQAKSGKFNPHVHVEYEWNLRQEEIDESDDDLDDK
SMARCA2 act = activators of SMARCA2 function; MG213 cells, MMTV-luciferase reporter, dexamethasone, overnight; 1% of 370,000 active; activation, % at 9.1 µM; in the data active means activation above about 7.8%;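 further: 0% = vehicle wells and 100% = reference activator wells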
NPR1 activator = GC-A (human) enzyme activation; activation, % at 10 µM; AID 1671463; 0.14% of 370,000 active; HEK293 GC-A cells, cGMP TR-FRET, EC30 ANP; 0% at EC30 ANP, 100% saturating ANP; in the data active means activation above about 40%
PG9 Ab binder = small molecules binding HIV-1 gp120 antibody PG9 | TR-FRET gp120-PG9 antibody binding | inhibition, % at 6.7 µM | 0.43% of 360,000 active; in the data active means inhibition above about 8.5%
HTRA1 inh = blocks human HTRA1 serine peptidase. Q92743. recombinant HTRA1, FP-rhodamine activity-based probe, fluorescence polarization. inhibition, % at 5.96 µM. 0.5% of 340,000 active; in the data active means inhibition above about 36%;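 further: 0% = enzyme with DMSO and 100% = wells lacking enzyme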
mABHD4 FP = inhibitors of mouse ABHD4; purified mABHD4, FP-Rh probe fluorescence polarization; inhibition, % at 8.92 µM; 0.54% of 370,000 active;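 active means inhibition exceeding the mean over every tested compound plus 3 SD, cut at about 30% in these data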;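 further: 0% = plate median of compound wells and 100% = S159A mutant with DMSO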
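system = mouse ABHD4 enzyme, wild type | medium = HEPES pH 7.0, NaCl, Pluronic buffer | also added = FP-Rh probe | incubation = Enzyme–compound pre-incubation 45 min, then probe 60 min, both 25 °C | technique = fluorescence polarization, excitation 525 nm, emission 598 nm, BODIPY TMR filters | controls = S159A mutant high control, sample median low control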
GC-B act = GC-B (human) receptor activation; P20594; HEK293-GC-B cells, CNP EC30, cGMP TR-FRET; 0% at EC30 CNP, 100% saturating CNP; AID 1920062; 0.11% of 370,000 active; activation, % at 10 µM;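 active means activation at 10 µM reaching about 35% in either raw or pattern-adjusted values, limit read from the data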
* hit, by the source's call; . = not tested or not shown.

Results follow in this order: rCAG RNA binder, ARFGAP1 inh, Rev-erbA mod, ASAP1 inh, SMARCA2 act, NPR1 activator, PG9 Ab binder, HTRA1 inh, mABHD4 FP, GC-B act
> O=C(NCCc1ccc(Cl)cc1)C1CCN(S(=O)(=O)c2ccc(-n3cnnn3)cc2)CC1
  3, -5, 0, -3, -2, 0, 0.3, -1, -2, -2
> CCN(CC(=O)N1CCOCC1)S(=O)(=O)c1ccccc1
  4, 2, 10, 1, 1, 1, 0.3, 4, 5, 1
> CC1CCCC(NC(=O)COC(=O)c2cccc(NS(=O)(=O)/C=C/c3ccccc3)c2)C1C (stereo unspecified)
  9, 1, 1, 3, -2, -2, -1.8, -12, -3, -3
> COCCCNC(=O)c1ccc2c(c1)nc(C)n2-c1cccc(C)c1
  -6, 4, -3, -6, 0, 4, -0.8, -5, -3, 1
> CC1CCCCC1NC(=O)CSc1nc2ccccc2[nH]1 (stereo unspecified)
  -4, 3, 3, 2, -2, -1, -0.9, 7, 4, -3
> O=C(Nc1cccc(S(=O)(=O)C(F)F)c1)c1ccc(S(=O)(=O)N2CCOCC2)cc1
  7, -9, 1, 10, -4, 0, -2.0, -16, -11, -1
> Cc1sc2nc(CSCC(=O)Nc3ccc(OC(F)F)cc3)[nH]c(=O)c2c1C
  5, -7, 2, -2, 0, -8, 0.4, -10, -4, -5
> C[C@@H]1C[C@H]2[C@@H]3CCC4=CC(=O)C=C[C@]4(C)[C@@]3(F)[C@@H](O)C[C@]2(C)[C@@]1(O)C(=O)COP(=O)(O)O
  4, -10, 0, -17, -5, 3, -2.7, 0, 0, 2
> Cc1cc(=O)[nH]c(SCC(=O)Nc2nc3ccccc3s2)n1
  7, -7, ., 4, 1, ., -2.6, 8, -3, .
> COc1cc2c(cc1NC(=O)CN1CCN(S(=O)(=O)c3ccccc3F)CC1)oc1ccccc12
  0, -1, 7, -1, 0, 4, -0.3, -7, 2, 6
> Cc1ccccc1-c1nnc(SCc2ccccc2)o1
  -6, 2, -2, 5, 13*, 2, -1.4, -6, 5, -3
> COc1ccc(/C=C/C(=O)OCC(=O)N(C)c2c(N)n(Cc3ccccc3)c(=O)[nH]c2=O)cc1OC
  3, 9, 3, -11, -1, 3, -2.8, -1, 1, 2
> CC(C)NC(=O)Cn1c(SCC(=O)N2CCc3ccccc3C2)nc2ccccc21
  -4, -9, 1, 0, -2, 0, 0.8, -2, 3, 6
> CC(=O)OCC1OC(n2ccc(=O)[nH]c2=O)C(O)C1O (stereo unspecified)
  8, 15, ., 13, -3, ., 0.4, 7, -5, .
> Cc1ccc(OCC(=O)N2CCN(S(=O)(=O)c3ccccc3)CC2)c([N+](=O)[O-])n1
  -1, 3, 8, -13, 0, 4, 1.5, -1, -1, 0
> CCCN1CCN(CCCNC(=O)c2cc3c(=O)n(C)c4ccccc4c3n2C)CC1
  0, -1, 0, 3, -2, 5, -2.8, 0, 3, 1
> O=C(CN1CCN(Cc2ccccc2)CC1)Nc1ccc(S(=O)(=O)N2CCOCC2)cc1
  -7, 7, 1, 6, -4, 0, 0.0, 5, 1, 0
> COc1cccc(N2CCN(C(=O)c3cccc(NC4=NC5CS(=O)(=O)CC5S4)c3)CC2)c1 (stereo unspecified)
  4, -3, -1, -1, -2, -2, -1.1, 0, 5, -3
> Cc1ccccc1-c1oc(C)c(C)[n+]1[O-]
  0, 8, -1, -1, -5, 2, -1.1, -2, 3, 1
> O=C(CCC1CCCN(C(=O)Cc2ccc(F)cc2)C1)N1CCN(c2ccccn2)CC1 (stereo unspecified)
  -8, -1, 2, 0, -4, -2, -1.1, 3, 2, 5

An excerpt of these results, as tab-separated lines.
smiles	rCAG RNA binder	ARFGAP1 inh	Rev-erbA mod	ASAP1 inh	SMARCA2 act	NPR1 activator	PG9 Ab binder	HTRA1 inh	mABHD4 FP	GC-B act
Cc1cc(=O)[nH]c(SCC(=O)Nc2nc3ccccc3s2)n1	7	-7	.	4	1	.	-2.6	8	-3	.
COc1cc2c(cc1NC(=O)CN1CCN(S(=O)(=O)c3ccccc3F)CC1)oc1ccccc12	0	-1	7	-1	0	4	-0.3	-7	2	6
Cc1ccccc1-c1nnc(SCc2ccccc2)o1	-6	2	-2	5	13*	2	-1.4	-6	5	-3

Following part.
Results follow in this order: rCAG RNA binder, ARFGAP1 inh, Rev-erbA mod, ASAP1 inh, SMARCA2 act, NPR1 activator, PG9 Ab binder, HTRA1 inh, mABHD4 FP, GC-B act
> CCOC(=O)C1=CCN(S(=O)(=O)c2cccc(Cl)c2)C1c1ccccc1 (stereo unspecified)
  0, -1, 2, 0, 0, -8, 1.1, ., -2, -16
> CN(Cc1nccn1C)C(=O)c1cc(COc2ccc3ncccc3c2)on1
  -6, -17, 0, -12, -2, 2, 0.3, -4, -2, 1
> O=C(COC(=O)C1CC2CCCC(C1)C2=O)NC(=O)c1ccccc1 (stereo unspecified)
  -5, -1, -1, -11, 1, -2, 0.0, 0, 7, 4
> O=C(Nc1nnc(SCc2cccnc2)s1)C1CC(=O)N(c2ccc(F)cc2)C1 (stereo unspecified)
  15, 2, -7, 4, 2, 0, -3.6, -2, 7, -7
> C/C(=N\Nc1ccc(S(=O)(=O)N2CCCCC2)cn1)c1ccc(O)cc1
  6, -11, -1, 7, 0, -3, 0.2, -2, -1, -4
> O=C(Nc1cccc(F)c1)N1CCCCCC1
  1, -2, -4, -6, 6, 1, -0.6, 5, -5, 0
> COc1ccc2c3c(cccc13)OC2=O
  -2, -17, 12, 1, -3, 8, -1.5, -5, 1, -5
> O=C(NCc1ccccc1)C1(C(=O)C2CC2)CC(c2ccccc2C(F)(F)F)=NO1 (stereo unspecified)
  -1, ., -5, ., 0, 3, ., ., 1, 0
> CCc1ccc(N(C(=O)Cc2cccs2)C(C(=O)NC2CCCCC2)c2cn(C)nc2C)cc1 (stereo unspecified)
  -3, 8, 2, 3, -4, -16, 2.0, -10, -1, -4
> Cc1nc(C(F)(F)F)ccc1C(=O)N1CCC1(C)C(=O)NS(=O)(=O)c1ccccc1 (stereo unspecified)
  5, -4, 1, -8, 2, 1, -0.3, ., -4, 5
> COc1ccc(N2C(=O)c3[nH]nc(-c4ccccc4)c3C2c2ccc(F)cc2)cc1 (stereo unspecified)
  6, 3, -1, 11, -6, -11, -0.4, ., -16, -7
> CN(C)c1nc(NN)nc(Nc2ccc(F)cc2)n1
  3, -4, 5, 0, 0, 4, -0.8, -19, 15, 3
> Cn1cccc1Cc1nnc(SCC(=O)Nc2ccccc2F)n1-c1ccc(F)cc1
  -2, -3, 2, -5, -3, -2, -1.0, -3, -12, -3
> COc1ccccc1-c1c(C#N)c(N)nc2c1CCC2
  -1, -3, -6, -3, -1, 0, -0.3, 1, 5, 3
> O=C(CSc1nc2ccccc2[nH]1)NCc1ccc(F)cc1
  1, 6, 7, -3, -1, -1, 0.8, -4, -8, 1
> N#Cc1ccccc1NCc1ccccc1
  2, 3, -2, -3, 1, -6, 0.8, -1, 3, -7
> COc1ccc(NC(=S)N/C(=N/CS(=O)(=O)c2ccccc2)c2ccccc2)cc1
  -1, 5, -6, 13, 2, 3, 0.6, 2, -4, 2
> COc1ccccc1NS(=O)(=O)c1cccc(C(=O)N/N=C(\C)c2ccc3c(c2)OCCO3)c1
  9, -5, -2, -3, -4, 1, 1.2, -18, -11, -1
> COc1cccc(NC(=O)c2ccc(N3C(=O)C4CC=CCC4C3=O)cc2)c1 (stereo unspecified)
  8, -5, 1, 6, 3, 0, 1.4, -2, -11, -1
> COc1ccc(CN2CCNC(=O)C2CC(=O)NCc2csc(C)n2)c(F)c1 (stereo unspecified)
  0, 11, 2, 0, -1, 0, -0.8, 8, 2, -2
> CCCCC(=O)Nc1nc2c(OC)ccc(OC)c2s1
  3, 5, 6, -1, -1, 8, 1.1, -4, -8, 9
> CC(C)c1nc(SCC(=O)NC2CCCCC2)c2ccccc2n1
  1, 3, 0, -5, -2, 3, 1.5, 7, 1, -8
> CCN(CC)S(=O)(=O)c1ccc(NC(=O)COc2nc3ccccc3nc2N2CCOCC2)cc1
  2, 1, -6, 6, -1, -2, -0.7, 1, 9, -5
> CC1(C)CC(=O)C(C(c2cccnc2)C2C(=O)CC(C)(C)CC2=O)C(=O)C1
  -3, -8, 0, -6, 7, 0, -2.4, 2, 6, 5
> CCN1C(=O)/C(=C/c2ccc(C)s2)SC1=Nc1ccc(OC)cc1
  0, -3, -3, 13, 2, -8, -0.6, -7, -8, 1
> COC(=O)c1c(C)oc(C)c1S(=O)(=O)NC(C)(C)C
  -2, 0, 0, -8, -4, 7, 1.8, 1, -1, 6
> Cc1ccc(CSc2nnc(SCC(=O)N/N=C/c3c(C)nn(-c4ccccc4)c3C)s2)cc1
  5, -6, -4, 2, 1, 0, -2.2, -22, -7, 3
> COc1ccc(CCN(C(=O)c2cccc(F)c2)C2CC(=O)N(c3ccccc3)C2=O)cc1 (stereo unspecified)
  -1, 16, -1, -1, -2, 0, 0.1, -8, -1, -1
> COc1c(F)c(F)c(C(=O)Nc2ccccc2N2CCN(C(=O)C(C)C)CC2)c(F)c1F
  -2, -7, -2, -4, 8.0*, -1, 1.0, -4, 10, 6
> O=C(N/N=C/c1ccccc1Cl)c1ccc(F)cc1
  1, -8, 7, -6, 2, -4, 0.8, -7, -7, -14
> Cc1ccc(S(=O)(=O)N(C)C)cc1NC(=S)NC12CC3CC(CC(C3)C1)C2
  6, -4, 1, 4, 4, -3, -3.4, -5, 1, -1
> CCOC(=O)c1cc(-c2ccccc2)sc1NC(=O)c1ccc(OC)c(OC)c1
  2, -1, -1, -2, -2, 4, -2.1, -5, 0, -2
> Cc1cc(NC(=O)CCC(=O)N(CC(=O)NC2CCCC2)c2ccc(Cl)cc2)no1
  -9, 3, -2, 1, -1, 3, -0.5, -3, 2, 3
> COCCCNC(=O)c1cc(C(=O)c2c(-c3c(Cl)cccc3Cl)noc2C)c[nH]1
  -2, 2, -1, -3, 0, 2, 2.0, -1, 4, -6
> O=C(CCC1CCCCC1)NCCS(=O)(=O)N1CCN(c2ccccc2F)CC1
  -4, -6, 1, -12, 0, 1, 0.7, 1, -2, -4
> Clc1ccc(CSc2nnc(Cn3cnc4ccccc43)o2)cc1
  -4, -6, 0, 13, -5, -3, 1.4, -9, -3, -6
> Nc1[nH]c(C(=O)c2ccccc2)c(-c2ccccc2C(F)(F)F)c1C(=O)c1c[nH]c2ccccc12
  13, 3, -2, -7, -3, 9, -0.9, ., -12, 9
> C[C@H]1CN([C@@H](C)CO)S(=O)(=O)c2ccc(-c3ccc(C#N)cc3)cc2O[C@H]1CN(C)C(=O)CN(C)C
  7, -10, 2, -1, 3, 3, -0.1, ., -2, 0
> CCN(CC)S(=O)(=O)c1ccc(N2C(=O)CC2(/C=C/c2ccccc2)C(=O)NC2CCCC2)cc1 (stereo unspecified)
  1, 2, 1, -5, 2, 0, 0.8, -6, 4, 1
> COc1cc(CNc2nc3ccccc3[nH]2)cc(OC)c1OC
  0, -1, 0, 2, 1, -1, 0.8, -2, 3, -1
> O=[N+]([O-])c1ccc2oc(/C=C/c3ccc(O)cc3)nc2c1
  5, 4, 2, -4, 1, 4, -1.7, -10, 4, 0
> Nc1nc(Nc2cccc(F)c2)nc(N2CCOCC2)c1[N+](=O)[O-]
  3, 3, 8, 8, -1, 10, -0.4, -3, -2, 3
> CC(=O)Oc1ccc(-c2ccc(C(=O)OCC(=O)c3c(N)n(C)c(=O)n(C)c3=O)cc2)cc1
  8, 14, -4, 9, -3, 3, 0.4, -14, -38, 2
> COc1ccc(/C=C(/NC(=O)/C=C/c2ccccc2)C(=O)O)cc1
  4, 6, 0, -9, -2, 0, -1.0, 5, 0, 5

High-throughput results from PubChem BioAssay.
